Bioassay records (PubChem BioAssay)
ASM inhibitor: inhibitors of human secretory acid sphingomyelinase | P17405 | placental ASM, HMU-PC fluorogenic substrate, 60 min | Potency, µM (series often up to 57.5 µM), for inactives: at the highest dose activity change, negative = inhibition, usual class: inhibitors | actives 0.006% (n = 340,000) | AID 504937; note: potency is the fitted concentration of half-maximal effect
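Steps: dispense placental human ASM, pin compound, wait 10 min at room temperature, add HMU-PC0 substrate at 9 uM final, incubate 60 min at 37 °C, add stop solution raising pH to 10, read fluorescence.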
ELG1 repair inh: inhibitors of ELG1-dependent DNA repair in HEK293T cells; HEK293T ELG1-luciferase reporter, luminescence, 16 h; DNA damage induced by 5-fluorouridine; Potency, µM (top dose mostly 46.1 µM), for inactives: at the top dose activity change, negative = inhibition, most hits filed as inhibitors; actives 2.3% (n = 330,000); AID 504467; note: potency is the fitted concentration of half-maximal effect; % is set by controls: 0 for no effect and ±100 for the full control effect; nearly all actives have a fitted effect of over 55% in size
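Luminescence from the luciferase reporter, measured 30 min after ONE-Glo reagent at room temperature, was the read-out. Beforehand, 2,000 cells per well were exposed for 16 hr at 37 °C to 5-fluorouridine together with compound or vehicle.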
Tb PFK inh: inhibitors of T. brucei phosphofructokinase | O15648 | T. brucei PFK, ADP-Glo luminescence | AID 485367 | Potency, µM (highest dose often 57.5 µM), for inactives: top-dose activity, negative = inhibition, most hits filed as inhibitors | actives 0.17% (n = 330,000);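 note: potency is the fitted concentration of half-maximal effect; 0% = uninhibited 1x PFK enzyme wells and -100% = no-enzyme wells; nearly all actives have a fitted effect of over 60% in size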
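1.25 nM PFK with 0.5 mM F6P and 0.1 mM ATP in 0.1 M TEA pH 8.0, 5 mM MgCl2, incubated 45 min at room temperature; ADP measured by ADP-Glo luminescence; compounds titrated up to 57 uM.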
TCR act: activators of T cell receptors | 330,000 tested, under 10 active | AID 504894 | Potency, µM (top dose mostly 9.22 µM), for the others: top-dose activation of IL-2 secretion, most hits filed as activators | primary human leukocytes, anti-CD3, IL-2 HTRF, 48 h; note: % of control where 0% means no effect
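1) Mix primary human leukocytes, a-CD3 beads and compound. 2) Incubate 48 hr. 3) Add HTRF IL-2 reagents (a-IL-2-K, a-IL-2-d2).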
PTAP TSG101 blk: blocks PTAP/TSG101 interaction to inhibit HIV-1 budding. Q99816. Fluorescence polarization, FITC-PTAP peptide / Tsg101 binding. Potency, µM (doses to about 115 µM), inactives show at the top dose activity change, negative = inhibition, hits mostly inhibitors. 340,000 tested, under 10 active. AID 493005; active = well fitted inhibition curve with a large enough effect in the main read-out, with a control signal flat, not every such curve was filed as active; inconclusive = small, poorly fitted or top-dose-only effect, or effect the other way, or a change in a side signal; inactive = no such curve, though single readings can be large or run the other way; note: potency is the fitted concentration of half-maximal effect; % of control where 0% means no effect
Target sequence (Q99816 whole entry, looked up): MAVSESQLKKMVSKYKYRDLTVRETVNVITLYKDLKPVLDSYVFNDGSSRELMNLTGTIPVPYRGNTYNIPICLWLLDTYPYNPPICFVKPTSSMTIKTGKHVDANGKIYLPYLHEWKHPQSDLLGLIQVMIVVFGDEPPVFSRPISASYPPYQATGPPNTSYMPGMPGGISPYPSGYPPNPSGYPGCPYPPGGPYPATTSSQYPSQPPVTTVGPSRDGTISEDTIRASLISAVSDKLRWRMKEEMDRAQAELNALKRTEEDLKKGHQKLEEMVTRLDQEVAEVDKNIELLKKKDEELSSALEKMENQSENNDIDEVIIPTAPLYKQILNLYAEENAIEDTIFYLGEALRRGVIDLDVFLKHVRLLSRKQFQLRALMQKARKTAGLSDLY
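Tsg101 binding domain (10 uM final) was mixed with compound and a FITC-labeled PTAP peptide (50 nM final) in HEPES pH 7.5 buffer with NaCl, Tween 20, EDTA and TCEP; fluorescence polarization was read after 20 min at r.t.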
Eya2 phos inh: blocks the phosphatase activity of human Eya2; O00167; recombinant Eya2, OMFP fluorescence dephosphorylation (OMFP is methylfluorescein phosphate); Potency, µM (highest dose often 76.9 µM), for inactives: at the highest dose activity, negative = inhibition, most hits filed as inhibitors; actives 0.006% (n = 330,000); AID 488837; note: potency is the fitted concentration of half-maximal effect; % is set by controls: 0 for no effect and ±100 for the full control effect
Target sequence (O00167 whole entry, looked up): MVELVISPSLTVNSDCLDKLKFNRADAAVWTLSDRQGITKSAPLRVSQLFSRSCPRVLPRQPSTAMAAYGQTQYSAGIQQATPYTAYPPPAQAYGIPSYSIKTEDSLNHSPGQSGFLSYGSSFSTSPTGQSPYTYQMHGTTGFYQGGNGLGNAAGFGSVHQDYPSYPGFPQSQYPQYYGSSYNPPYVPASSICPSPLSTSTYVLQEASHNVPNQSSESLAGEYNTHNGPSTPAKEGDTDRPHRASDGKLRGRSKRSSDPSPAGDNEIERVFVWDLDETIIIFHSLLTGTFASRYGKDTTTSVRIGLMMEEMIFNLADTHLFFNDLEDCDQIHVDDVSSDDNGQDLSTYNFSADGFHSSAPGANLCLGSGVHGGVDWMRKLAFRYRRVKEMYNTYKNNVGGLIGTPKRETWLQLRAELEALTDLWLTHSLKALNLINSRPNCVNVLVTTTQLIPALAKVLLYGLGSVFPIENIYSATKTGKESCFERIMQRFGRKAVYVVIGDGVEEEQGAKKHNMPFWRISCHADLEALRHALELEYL
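Eya2 (0.2 uM) preincubated 10 min at ambient with compound, then OMFP substrate added at 50 uM; 10 min reaction in 50 mM HEPES pH 7.5, 50 mM NaCl, 5 uM MgCl2, 0.05% BSA, 1 mM DTT. Fluorescence read at Ex 485/Em 525 nm.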
TSHR antagonist: blocks TSH signaling through the human TSH receptor | actives 0.2% (n = 330,000) | AID 504810 | activity change, negative = inhibition, % at 11.5 µM | TSHR-expressing cells, TSH-stimulated cAMP HTRF, 2 h; stronger effect = lower value;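 active = activity change below a set negative limit, meaning inhibition stronger than a set level, cut at about -70% in these data; inconclusive = activity change between two set negative limits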; note: % is set by controls: 0 for no effect and ±100 for the full control effect
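TSHR-expressing cells were treated with compounds, then stimulated with TSH at EC80 (4nM final) for 2 hours at 37 deg C. Cellular cAMP was measured by HTRF competition between lysate cAMP and cAMP-d2 for a cryptate-labelled anti-cAMP antibody.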
Mito fusion yeast: blocks mitochondrial division or promotes mitochondrial fusion; S. cerevisiae fusion-defective mutant growth rescue, CellTiterGlo 48 h; Potency, µM (series often up to 46.1 µM), for the others: at the top dose growth rescue (activation), hits mostly activators; AID 485298; actives 0.23% (n = 320,000);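 note: potency is the fitted concentration of half-maximal effect; % of control where 0% means no effect; nearly all actives have a fitted effect of over 45% in size; temperature-sensitive fusion mutants such as fzo1-1 at 37 °C on non-fermentable ethanol glycerol medium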
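Yeast fusion mutant, YPEG (non-fermentable carbon), compound, 48 h at 37C non-permissive; CellTiterGlo added, 10 min RT, luminescence read. Rescued growth = division inhibition.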
A-T KAP1 phos: candidate therapy for ataxia-telangiectasia; […] A-T fibroblasts, KAP-1 phosphorylation AlphaLISA; neocarzinostatin DNA damage 30 min before lysis; Potency, µM (top dose mostly 57.5 µM), inactives show at the highest dose activation, hits mostly activators; actives 0.19% (n = 320,000); note: potency is the fitted concentration of half-maximal effect; % of control where 0% means no effect; nearly all actives have a fitted effect of over 45% in size
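hTERT-immortalized A-T patient fibroblasts ([…]), 500 cells/well in OPTI-MEM, 1% FBS, got compounds for 60 min, then NCS for 30 min at 37C. Lysates were then assayed for phospho-KAP-1 by AlphaLISA (anti-pKAP1 donor, anti-KAP1 acceptor beads), 6 hr at 25C.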
BCR signal inh: blocks chronic active B-cell receptor signaling | ABC-DLBCL IkBa-CBG/CBR reporter, luminescence ratio, 4 h | Potency, µM (series often up to 46.1 µM), without a hit: at the highest dose ratio change, negative = lower green/red ratio, most hits filed as inhibitors | actives 0.05% (n = 340,000); active = well fitted inhibition curve with a large enough effect in the signal ratio, with a control signal flat, not every such curve was filed as active; inconclusive = small, poorly fitted or top-dose-only effect, or effect the other way, or a change in a side signal; the % refers to the signal ratio;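 note: potency is the fitted concentration of half-maximal effect; plate controls were basal doxycycline-induced cells for no effect and cells given 10 µM MG132 for full effect; MG132 reads +100%, hits lower the ratio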
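Compounds up to 46 uM were incubated four hours with TMD8 cells whose green CBG68 luciferase is fused to IkappaBalpha; red CBR luminescence normalised the signal, and concentration-effect curves were fitted to fusion, red and ratio data.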
a7 integrin act: activators of alpha7 integrin expression for muscular dystrophy | alpha7betagal myoblasts, beta-gal FDG fluorescence, 48 h | Potency, µM (series often up to 38.3 µM), without a hit: at the highest dose activation, actives largely listed as activators | actives 0.064% (n = 350,000) | AID 624291;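 note: potency is the fitted concentration of half-maximal effect; 100% = response of the positive control SU9516; nearly all actives have a fitted effect of over 60% in size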
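Alpha7betagal+/- myoblasts (passage 13) were plated 16-24 hr, then exposed to compounds (1:260 dilution of DMSO stock) for 48 hours at 37C. After MPER lysis, β-galactosidase reporter activity was read as FDG fluorescence (ex 480/em 540) after 30 minutes.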
* hit, by the source's call; ? = inconclusive; . = not tested or not shown; [ ] = dose if it differs, or a comment. Unless noted, calls come from the whole dose curve; as a rule, active = well fitted curve in the direction sought with a large enough effect; inconclusive = small, poorly fitted or top-dose-only effect, or another doubt; inactive = no such curve, though single readings can be large; an effect the other way counts as inactive or inconclusive.

Sample of the layout:
SMILES	ASM inhibitor	ELG1 repair inh	Tb PFK inh	TCR act	PTAP TSG101 blk	Eya2 phos inh	TSHR antagonist	Mito fusion yeast	A-T KAP1 phos	BCR signal inh	a7 integrin act
O=C(c1cnc2n(c1=O)CCS2)N1CCN(C(c2ccccc2)c2ccc(Cl)cc2)CC1 (configuration not stated)	-4%	?	1%	5%	-1%	8%	1	-3%	15%	-2%	-5%
COc1ccccc1CNS(=O)(=O)c1ccc(N2CCCC2)cc1Br	-3%	?	-5%	-6%[46.1 µM]	1%	-1%	6	.	-3%	0%	-41%
Cc1sc(NC(=O)CN2C(=O)NC3(CCCC3)C2=O)nc1-c1ccc(F)cc1	-3%	?	-7%	1%	-2%	-30%	-15	-2%	-4%	12%	2%

The listing (from the top)
SMILES	ASM inhibitor	ELG1 repair inh	Tb PFK inh	TCR act	PTAP TSG101 blk	Eya2 phos inh	TSHR antagonist	Mito fusion yeast	A-T KAP1 phos	BCR signal inh	a7 integrin act
O=C(c1cnc2n(c1=O)CCS2)N1CCN(C(c2ccccc2)c2ccc(Cl)cc2)CC1 (configuration not stated)	-4%	?	1%	5%	-1%	8%	1	-3%	15%	-2%	-5%
COc1ccccc1CNS(=O)(=O)c1ccc(N2CCCC2)cc1Br	-3%	?	-5%	-6%[46.1 µM]	1%	-1%	6	.	-3%	0%	-41%
Cc1sc(NC(=O)CN2C(=O)NC3(CCCC3)C2=O)nc1-c1ccc(F)cc1	-3%	?	-7%	1%	-2%	-30%	-15	-2%	-4%	12%	2%
CC(=O)N1CCN(C(=O)c2cc(S(=O)(=O)N(C)Cc3ccccc3)ccc2Cl)CC1	-2%	0%	-1%	-11%	-3%	-4%	-3	-1%	1%	-3%	-2%
CC(=O)Nc1c(C(=O)O)oc2ccc(Cl)cc12	11%	2%	3%	0%	-2%	-6%	1	1%	1%	-1%	20%
CN1CCC(N(CCc2ccccc2)C(=O)CCC(=O)O)CC1	3%	4%	2%	.	2%	-5%	7	-1%	1%	5%	6%
COc1cc(OC)c2c(-c3cccc(-c4ccc(OC)c(OC)c4)c3)cc(=O)oc2c1	-18%	?	0%	1%[46.1 µM]	2%	2%	-3	.	0%[11.5 µM]	?	-11%
Cc1ccc(C(=O)NCCCc2ccccc2)c(Cl)c1	0%	?	5%	-3%	-5%	-9%	23	1%	20%	?	-17%
O=[N+]([O-])c1ccc(N/N=C/c2ccc[nH]2)cc1	-11%	28%	0%	6%[46.1 µM]	-2%	-16%	-32	2%	.	?	-39%
CC1CN(C2CCN(C(=O)c3ccccc3Cl)CC2)CC(C)O1 (configuration not stated)	0%	8%	-10%	5%	-1%	-23%	-1	6%	-2%	-9%	-16%
Cc1ccc(S(=O)(=O)NCCC(=O)Nc2cc(S(=O)(=O)N(C)C)ccc2C)cc1C	0%	?	1%	10%	-8%	-11%	9	-2%	-11%	-19%	22%
O=C(CSc1nnc(COc2cccc3cccnc23)o1)c1ccc(F)cc1	-2%	?	-5%	.	-9%	-13%	12	8%	-1%	?	-17%
CN(Cc1ccccc1)S(=O)(=O)c1ccc(NS(C)(=O)=O)cc1	-2%	-3%	-2%	-2%	-3%	10%	0	-1%	5%	3%	-12%
CC(C)c1ccc(NC(=O)CCS(=O)(=O)c2cccc3nonc23)cc1	24%	11%	-2%	2%	2%	1%	-13	2%	2%	1%	-27%
O=C1[C@H]2[C@@H](c3ccc(Cl)cc3)N3C(=O)N(c4cccc(F)c4)C(=O)[C@@]3(Cc3ccc(Cl)cc3)[C@H]2C(=O)N1C1CCCCC1	-1%	27%	1%	-36%	-5%	1%	4	6%	-1%	-3%	29%
CCCCCCCC[n+]1c(C)n(-c2ccccc2)c2ccc(NC(C)=O)cc21	-3%	?	-2%	6%	-1%	1%	-2	-20%	1%	1%	0%
O=S1(=O)CCC(SCc2nc3sccn3c2Br)C1 (configuration not stated)	2%	3%	-6%	16%	0%	-14%	0	1%	5%	1%	?
N#Cc1ccc(NC(=O)c2cc(-c3cccs3)on2)cc1	2%	-6%	2%	-2%	5%	1%	-11	0%	2%	?	3%
COc1ccc(C(C)=O)cc1COC(=O)CCC(=O)c1cccs1	-2%	16%	-4%	-2%	-2%	8%	.	.	18%	?	29%
CCOc1ccc2[nH]c(=O)c(=O)[nH]c2c1	9%	7%	-5%	13%	-6%	9%	0	3%	-9%	2%	-29%
CC(C)=CCC/C(C)=C/CNC(=O)C[C@H]1C[C@H](C(=O)N(C(C)C)C(C)C)[C@@]2(C)c3[nH]c4ccc(Cl)cc4c3CCN2C1=O	-14%	-19%	-3%	1%[46.1 µM]	-2%	-2%	-8	.	12%	2%	-15%
COc1ccc(C(C)NC(=O)c2ccccc2Br)cc1OC (configuration not stated)	5%	0%	-3%	-6%	-4%	-4%	7	2%	0%	3%	?
O=[N+]([O-])c1cccc(CSc2ncnc3ccccc23)c1	-18%	?	-24%	5%	-1%	-12%	-12	19%	0%	2%	-54%[inhibitor]
CCS(=O)(=O)N1CCC(N2CCC(C)CC2)CC1	1%	8%	3%	1%	0%	8%	9	2%	25%	1%	-2%
CCN(CC(=O)Nc1ccc(S(=O)(=O)N2CCCC2)cc1)CC(=O)Nc1cccc(OC)c1	2%	0%	-10%	0%	-9%	-1%	-7	1%	-15%	-1%	11%
O=C(/C=C/c1ccccc1Cl)NCCN1CCOCC1	2%	25%	1%	1%	-3%	4%	10	-1%	6%	-1%	13%
Cc1cc(C)c(S(=O)(=O)N(C)CC(=O)NCc2ccncc2)c(C)c1	6%	8%	-4%	-5%	-1%	-2%	0	-2%	2%	?	0%
O=C(Cc1ccc([N+](=O)[O-])cc1)NCC1CCCO1 (configuration not stated)	3%	-3%	0%	-9%	-3%	-1%	-3	-3%	4%	5%	11%
CCOC(=O)C(=CNc1ccc(NC2=NCC(C)S2)cc1)C(=O)OCC (configuration not stated)	35%[activator]	6.5µM*	1%	4%[46.1 µM]	-3%	-3%	-10	?	11%	-9%	-41%
O=[N+]([O-])c1ccc(N2CCN(CC(O)COc3ccccc3)CC2)cc1 (configuration not stated)	-14%	9%	-2%	-5%	-1%	0%	31	9%	6%	?	0%

As entered above.
Value of COc1ccccc1CNS(=O)(=O)c1ccc(N2CCCC2)cc1Br in PTAP TSG101 blk: 1%
Value of Cc1cc(C)c(S(=O)(=O)N(C)CC(=O)NCc2ccncc2)c(C)c1 in ASM inhibitor: 6%
Value of O=S1(=O)CCC(SCc2nc3sccn3c2Br)C1 (configuration not stated) in BCR signal inh: 1%
Value of Cc1ccc(S(=O)(=O)NCCC(=O)Nc2cc(S(=O)(=O)N(C)C)ccc2C)cc1C in PTAP TSG101 blk: -8%
Value of O=[N+]([O-])c1ccc(N/N=C/c2ccc[nH]2)cc1 in a7 integrin act: -39%
Value of O=[N+]([O-])c1ccc(N2CCN(CC(O)COc3ccccc3)CC2)cc1 (configuration not stated) in TSHR antagonist: 31
